TAG inh = inhibitors of triacylglycerol accumulation. inhibition, % at 12.5 µM. H9c2 cells, Nile Red lipid (TAG) fluorescence; cells loaded with 200 µM oleic acid. AID 651582. 230,000 tested, 0.66% active;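 active = pattern-corrected inhibition of lipid staining of at least 50% with the nuclear-stain viability signal not falling by more than 50%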;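 also: 0% = DMSO wells and 100% = triacsin C control wells; some results filed as inactive read as strong as hits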
TAG inh DAPI viability = also measured in TAG inh; calls as there; DAPI nuclei signal change (viability), lower = more cytotoxic, %;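 whole-well DAPI fluorescence read on a plate reader as a viability signal; minus 50 percent equals half of cells still viable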
Active calls of the source: *.

1. Cc1cc(=O)oc2cc(OCC(=O)NCCc3nc4ccccc4[nH]3)ccc12
2. CC(C)(C)N(C(=O)Cn1nnc(-c2ccc(F)cc2)n1)C(C(=O)NC1CCCC1)c1ccncc1 (stereo not drawn)
3. Cc1cc(-c2ccccc2N)n[nH]1
4. CCCc1ccc(C(O)c2ncc(-c3ccc(C)cc3)[nH]2)cc1 (stereo not drawn)
5. O=C(Nc1ccc2c(c1)OCO2)O[C@@H]1C[C@H]2CCCC(=O)N3CC[C@@H](C1)[C@@H]23
6. Cc1nc2c(OCc3ccc(F)c(F)c3)cccn2c1N(C)C(=O)CCC1CCCC1

Compound,1,2,3,4,5,6
TAG inh,9,-14,-9,4,-16,2
TAG inh DAPI viability,11,-10,-6,11,4,-2

7. CCOc1ncccc1C(=O)Oc1ccc2c(c1)OCO2
8. O=C(CN1CCN(C(c2ccccc2)c2ccccc2)CC1)N1N=CCC1c1ccccc1 (stereo not drawn)
9. COc1cc(OC)c2c(-c3ccccc3)cc(=O)oc2c1C(CC(=O)N1CCOCC1)c1ccc2c(c1)OCO2 (stereo not drawn)
10. O=C(CCSc1nc(-c2ccco2)cc(C(F)(F)F)n1)N1CCN(c2ccccn2)CC1
11. CN(C)C(=O)CNC(=O)C1CCCCC1
12. CCc1nnc2n1N=C(c1cccc([N+](=O)[O-])c1)CS2

Compound,7,8,9,10,11,12
TAG inh,-4,-19,-4,-15,-3,-3
TAG inh DAPI viability,10,21,-2,18,4,2

13. CNC(=O)COC(=O)/C=C/c1nc2ccccc2s1
14. CC(=O)Nc1sc2c(c1C(N)=O)CCCC2
15. Cc1ccccc1OCC(=O)OCC(=O)Nc1cc(S(C)(=O)=O)ccc1Cl
16. CC1CCC2(CC1)NC(=O)N(CC(=O)Nc1cccc(S(=O)(=O)N3CCOCC3)c1)C2=O (stereo not drawn)
17. CC(NC(=O)COC(=O)C1CCCCC1)c1ccccc1 (stereo not drawn)
18. c1ccc2c(c1)nc1sccn12

Compound,13,14,15,16,17,18
TAG inh,10,-3,-6,0,10,-3
TAG inh DAPI viability,-7,4,-2,9,-4,-17

Reformatted: results already given
15. Cc1ccccc1OCC(=O)OCC(=O)Nc1cc(S(C)(=O)=O)ccc1Cl
  TAG inh: -6 | TAG inh DAPI viability: -2

16. CC1CCC2(CC1)NC(=O)N(CC(=O)Nc1cccc(S(=O)(=O)N3CCOCC3)c1)C2=O (stereo not drawn)
  TAG inh: 0 | TAG inh DAPI viability: 9

17. CC(NC(=O)COC(=O)C1CCCCC1)c1ccccc1 (stereo not drawn)
  TAG inh: 10 | TAG inh DAPI viability: -4

18. c1ccc2c(c1)nc1sccn12
  TAG inh: -3 | TAG inh DAPI viability: -17

Continuation:
19. CCCC(=O)NC(=S)Nc1cc(-c2nc3ncccc3o2)ccc1C
20. COC(=O)[C@]1(C)N[C@H](CN(C)S(=O)(=O)c2ccc(C)cc2)[C@@H]2C(=O)N(Cc3ccccc3)C(=O)[C@@H]21
21. Cc1ccc(C(=O)NCN2CCN(c3ccc(F)cc3)CC2)cc1
22. Cc1[nH]c2ccccc2c1C(C[N+](=O)[O-])c1cccs1 (stereo not drawn)
23. CNc1snc(C)c1C(=O)OC(C)C(=O)NCc1ccccc1 (stereo not drawn)
24. C/C(Cl)=C\Cn1c(O)c(N=NC(N)=S)c2ccccc21

Compound,19,20,21,22,23,24
TAG inh,-35,0,-39,-13,-13,5
TAG inh DAPI viability,3,-6,-1,-1,15,1

25. N#Cc1cccc(CSc2nnc(CCCO)n2-c2ccccc2)c1
26. CCOc1cc(N2CCOCC2)c(OCC)cc1NC(=O)COC(=O)c1cc(C)cc(C)c1
27. O=C(COc1ccccc1F)Nc1ccc(S(=O)(=O)N2CCCC2)cc1
28. c1ccc(-c2ccc3sccc3n2)cc1
29. Cc1csc(NC(=O)C2CCN(S(=O)(=O)c3ccccc3)CC2)n1
30. O=c1cc(CSc2nnc(-c3ccccc3)o2)c2ccccc2[nH]1

Compound,25,26,27,28,29,30
TAG inh,25,20,-33,-7,4,-8
TAG inh DAPI viability,-6,-8,10,6,7,-2

31. CCc1cccc(C)c1NS(=O)(=O)c1c(C)nc2sccn2c1=O
32. CCOC(=O)C1CCN(C(=O)COC(=O)COc2ccccc2OC)CC1
33. CC(=O)Nc1cc(C(=O)N(C)Cc2ccco2)ccc1Sc1ccc(C)cc1
34. O=C(c1cccs1)N1CCCC(c2ccccc2)C1 (stereo not drawn)
35. CC(=O)c1c(C)[nH]c(C(=O)COC(=O)c2ccc(Cl)nc2)c1C
36. O=C(CS(=O)(=O)c1cn(Cc2ccc(Cl)cc2)c2ccccc12)N1CCOCC1

Compound,31,32,33,34,35,36
TAG inh,5,-3,-6,-28,6,-1
TAG inh DAPI viability,-12,0,0,0,0,5

37. Cn1nccc1C(=O)NC1CC(C)(C)Cc2c1cnn2-c1ccc(F)cc1 (stereo not drawn)
38. CC1CCC2(CC1)NC(=O)N(CC(=O)Nc1ccc3c(c1)OCO3)C2=O (stereo not drawn)
39. Cc1nc(SCc2ccc(C#N)cc2)n[nH]1
40. COc1ccc(C(=O)OCC(=O)Nc2cc(C)on2)cc1S(=O)(=O)N1CCOCC1
41. CCCN(CC(=O)Nc1ccccc1C)C(=O)c1ccc(S(=O)(=O)N2CCC(C)CC2)cc1
42. O=C(COc1ncnc2ccccc12)NCC1CCCO1 (stereo not drawn)

Compound,37,38,39,40,41,42
TAG inh,-11,-45,2,-20,10,-6
TAG inh DAPI viability,55,-8,5,-1,-8,-4

43. Cc1nc2ccccc2c(=O)n1NC(=O)c1ccccc1
44. CC1CCCCN1C(=S)NCc1ccco1 (stereo not drawn)
45. CC(C)C[C@H]1CN=C(Nc2ccccc2)N1CC1CCCCC1
46. OCCOCCNc1ncnc2sc(-c3ccccc3)cc12
47. NC(=O)CSc1oc(-c2ccc(F)cc2)nc1S(=O)(=O)c1ccccc1
48. Cc1ccc(C)c(OCC(=O)NCCNC(=O)COc2cc(C)ccc2C)c1

Compound,43,44,45,46,47,48
TAG inh,10,-3,-7,2,-12,-7
TAG inh DAPI viability,-8,8,15,1,1,3

49. Cc1cc2nc(N)sc2cc1C
50. O=S(=O)(c1ccc(Oc2ccc3oc4ccccc4c3c2)nc1)N1CCCC1
51. CN1CCc2c(sc(NC(=O)Cc3ccccc3)c2C#N)C1
52. CCCC(=O)n1nc(-c2cccnc2)nc1NCc1ccccc1
53. Cc1ccc(S(=O)(=O)N2CCN(C)CC2)c(C)c1
54. COc1ccc(-n2ccnc2SCC(=O)c2c(N)n(C3CC3)c(=O)[nH]c2=O)cc1

Compound,49,50,51,52,53,54
TAG inh,-12,-11,11,-4,-17,-12
TAG inh DAPI viability,3,1,-3,-3,9,21

55. COc1ccc(Oc2nc(C)cc(C)c2S(=O)(=O)c2ccc(C)cc2)cc1
56. COc1ccc(Cl)cc1NC(=O)CN(C)C(=O)C12CC3CC(CC(Cl)(C3)C1)C2
57. Cc1cc(C(=O)N2CCC2(C)C(=O)Nc2cccc3c2CCCC3)nn1C (stereo not drawn)
58. Cc1nc(SCC(=O)N2CCc3ccccc3C2)c2c(C)c(C)sc2n1
59. Cc1nnc(NC(=O)CCC(=O)NCc2ccco2)s1
60. Cc1cc2c(c(=O)o1)C(C(C)C)C(C#N)=C(N)O2 (stereo not drawn)

Compound,55,56,57,58,59,60
TAG inh,8,-53,-8,5,9,-10
TAG inh DAPI viability,-11,2,-3,-1,-3,17

Entries listed so far that contain a cyano group:
25. N#Cc1cccc(CSc2nnc(CCCO)n2-c2ccccc2)c1
39. Cc1nc(SCc2ccc(C#N)cc2)n[nH]1
51. CN1CCc2c(sc(NC(=O)Cc3ccccc3)c2C#N)C1
60. Cc1cc2c(c(=O)o1)C(C(C)C)C(C#N)=C(N)O2 (stereo not drawn)

Compound,25,39,51,60
TAG inh,25,2,11,-10
TAG inh DAPI viability,-6,5,-3,17

Remaining list, next part
61. CCn1nc(C)c(CN2CCCCC2C(=O)Nc2ccc(Oc3cccnc3)cc2)c1C (stereo not drawn)
62. COc1ccc(N2C(=O)[C@@H]3[C@H](C2=O)[C@H]2C=CC=NN2[C@@H]3C(=O)Nc2ccc(Cl)cc2)cc1
63. Cc1cc2c(NC(=O)Nc3ccc(C(F)(F)F)cc3)cccc2nn1
64. CCOC(=O)[C@H]1[C@H]2COc3ccccc3[C@@H]2N2C(=O)[C@@H](C)NC(=O)[C@@]12C
65. O=C(CNC(=S)N(Cc1ccccc1Cl)C1CCCC1)NCCCN1CCOCC1
66. CC(=O)n1nc(-c2ccccc2)cc1-c1ccccc1

Compound,61,62,63,64,65,66
TAG inh,12,-2,-17,7,-1,8
TAG inh DAPI viability,-3,-7,6,6,4,-2

Taken from above:
Under TAG inh DAPI viability, entry 39 shows 5
Under TAG inh DAPI viability, entry 47 shows 1
Under TAG inh, entry 65 shows -1
Under TAG inh, entry 11 shows -3

Remaining list, next part.
67. CCCCn1c(SCCN2CCCCC2)nc2c1c(=O)n(C)c(=O)n2C
68. CC(OC(=O)Nc1cccc(Cl)c1)C(=O)OC1CCCCC1 (stereo not drawn)
69. CC(=O)c1cccc(NS(=O)(=O)c2ccc(N/C=C\C(=O)c3ccc(F)cc3)cc2)c1
70. CCc1ccc2c(c1)NC(=O)C2(C)Cc1ccc(C(F)(F)F)o1 (stereo not drawn)
71. COCOc1ccc(-c2ncc(OC)nc2NC(=O)c2ccsc2)cc1
72. CCn1c(Cc2ccccc2)nnc1SCC(=O)Nc1ccccc1N1CCOCC1

Compound,67,68,69,70,71,72
TAG inh,6,-17,5,-13,3,-11
TAG inh DAPI viability,11,9,-3,2,-8,2

73. CC1CCCCN1S(=O)(=O)c1cccc2nonc12 (stereo not drawn)
74. CC(C)N(C(C)C)S(=O)(=O)c1ccc(NC(=O)c2cnccn2)cc1
75. O=C(Nc1cccc(Cl)c1N1CCOCC1)c1ccc2c(c1)OCCO2
76. CCOC(=O)c1cnc2ccc(C)cc2c1Sc1ccccc1
77. Cc1ccc(N2CCN(C(=O)CN3C(=O)c4ccccc4C3=O)CC2)cc1
78. COc1cc2c(cc1OC)CN(C(=O)CC1CC3CCC1C3)CC2 (stereo not drawn)

Compound,73,74,75,76,77,78
TAG inh,-1,-7,-5,-26,2,7
TAG inh DAPI viability,1,6,-5,4,-3,-1

79. OCc1ccccc1Cn1ccnc1
80. Cn1c(N)c(NC(=S)NC2CCCCC2)c(=O)n(C)c1=O
81. COc1ccc(N2CCN(C(=O)C3CCN(S(=O)(=O)c4cccs4)CC3)CC2)cc1
82. Cc1nc(Nc2ncc3c(n2)CC(C)(C)CC3=O)nc2ccccc12
83. CC(C)(C)CN1C(N)=NC[C@H]1Cc1ccc(O)cc1
84. COc1ccc(C)cc1Nc1n[n+](-c2ccccc2)c(-c2cc([N+](=O)[O-])cc(OC)c2O)s1

Compound,79,80,81,82,83,84
TAG inh,2,-3,9,6,9,10
TAG inh DAPI viability,2,1,-4,-3,-1,0

Filtered by structure: those above with a nitro group on carbon (3)
12. CCc1nnc2n1N=C(c1cccc([N+](=O)[O-])c1)CS2
22. Cc1[nH]c2ccccc2c1C(C[N+](=O)[O-])c1cccs1 (stereo not drawn)
84. COc1ccc(C)cc1Nc1n[n+](-c2ccccc2)c(-c2cc([N+](=O)[O-])cc(OC)c2O)s1

Compound,12,22,84
TAG inh,-3,-13,10
TAG inh DAPI viability,2,-1,0

Next records follow:
85. Cc1ccc(-c2ccc([C@H]3[C@H]4C=CC[C@@H](C)[C@@H]4C(=O)N3Cc3ccccc3)c(F)c2)cc1
86. O=C1Nc2c(c(=O)[nH]c(=O)n2-c2ccccc2F)C(C(F)(F)F)(C(F)(F)F)N1
87. Cc1cccc(OCC(=O)OCC(=O)NCC2CCCO2)c1C (stereo not drawn)
88. CC(C)(C)c1cc(NS(=O)(=O)c2ccc(Br)s2)no1
89. Cn1c(N)c(C(=O)COC(=O)COc2ccc(Cl)cc2Cl)c(=O)n(C)c1=O
90. CC[C@]1(C(=O)OC)[C@H]2C(=O)N(C)C(=O)[C@H]2[C@H]2CN(C)C(=NC)N21

Compound,85,86,87,88,89,90
TAG inh,-20,-6,9,11,8,12
TAG inh DAPI viability,3,5,-5,-7,1,3

91. CC[n+]1c(C)sc2cc(C)ccc21
92. CSCCC(NC(N)=O)C(=O)NCC1CCCCC1 (stereo not drawn)
93. C#CC(CO)N(CCN(Cc1ccccc1)C(C#C)CO)Cc1ccccc1 (stereo not drawn)
94. Cn1c2ccccc2c2c(=O)oc3ccccc3c21
95. C/C(=N\NC(=S)NCc1ccccc1)c1ccc(C#N)cc1
96. Cc1cccc(CC(=O)NC2CCCCCC2)c1

Compound,91,92,93,94,95,96
TAG inh,-2,-2,-25,-7,4,-6
TAG inh DAPI viability,4,0,8,63,7,-3

Screening data: PubChem BioAssay, Sanford-Burnham Center for Chemical Genomics

This is a subset; rates above refer to the full screens.
